HT1080 IDH1KD tx – toxicity to HT-1080 IDH1 knockdown cells (counter line) | hit rate 2% among 360,000 | Potency, µM (highest dose often 46.1 µM), inactives show at the highest dose activity, negative = toxicity, hits mostly cytotoxic | HT-1080 IDH1 knockdown viability, ATP luminescence, 48 h;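 further: potency means the concentration at half of the fitted maximal effect; 0% = DMSO wells and -100% = cell-free medium wells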
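Luminescent ATP read-out (CellTiter-Glo, 10 min at room temperature) after 48 h compound exposure at 37 °C gave viability of IDH1-knockdown HT-1080 cells. Activity was normalised to DMSO and cell-free wells, then fitted as concentration-response curves.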
HT1080NT lethal – kills 2HG-producing HT-1080-NT fibrosarcoma cells; Potency, µM (top dose mostly 46.1 µM), without a hit: at the top dose activity, negative = less viability, most hits filed as cytotoxic; HT-1080-NT fibrosarcoma viability, CellTiter-Glo ATP luminescence, 48 h; hit rate 1.6% among 360,000;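 further: NT is the 2HG producing partner of a matched IDH1 knockdown line; potency means the concentration at half of the fitted maximal effect; 0% = DMSO-treated cells and -100% = media-only wells without cells; nearly all actives have a fitted effect of over 55% in size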
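HT-1080-NT; 750 cells/well; 5% FBS RPMI; 48 h compound, 37 degrees C; CellTiter-Glo luminescence; curve fitting and curve-class assignment.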
IL-1B inflam inh – inflammasome signaling inhibition, IL-1 beta readout. activity change, % at 57.5 µM. THP-1 LPS/ATP IL-1B secretion, AlphaLISA, 16 h; hits give low values. hit rate 4.7% among 360,000; in the data active means activity change below about -50%; inconclusive means mostly about -30% to -49%; further: on the % scale 0 is the no-effect control and ±100 the full control effect
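THP-1 cells pretreated 1 hr with compounds (up to 57.5 uM final), then stimulated with LPS (250 ng/mL final) plus ATP (1.25 mM final); secreted IL-1B measured by AlphaLISA after 16 hr, decreased signal indicating inhibition.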
KB-V1 MDR tox – kills drug-selected multidrug resistant KB-V1 cells; KB-V1 MDR cells viability, CellTiter-Glo, 72 h; Potency, µM (titrated, usually from 46.1 µM), without a hit: at the highest dose activity change, negative = cytotoxicity, actives largely listed as cytotoxic; hit rate 3.4% among 400,000; AID 1347076; further: potency means the concentration at half of the fitted maximal effect; on the % scale 0 is the no-effect control and ±100 the full control effect; nearly all actives have a fitted effect of over 60% in size
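Following 72 h at 37 degrees C with compound, KB-V1 cell viability was read by CellTiter-Glo luminescence, medium being phenol-red-free DMEM plus 10% FBS; concentration-response parameters came from normalized, curve-fitted qHTS data.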
DRD3 agonist – D3 dopamine receptor (human) agonism; hit rate 0.58% among 410,000; max activation, %; P35462; D3R DiscoveRx beta-arrestin cells, luminescence, 90 min; in the data active means max activation above about 30%; further: 0% is about no effect; mostly tested at two doses, the higher about 12 µM
Target sequence (P35462 whole entry, looked up): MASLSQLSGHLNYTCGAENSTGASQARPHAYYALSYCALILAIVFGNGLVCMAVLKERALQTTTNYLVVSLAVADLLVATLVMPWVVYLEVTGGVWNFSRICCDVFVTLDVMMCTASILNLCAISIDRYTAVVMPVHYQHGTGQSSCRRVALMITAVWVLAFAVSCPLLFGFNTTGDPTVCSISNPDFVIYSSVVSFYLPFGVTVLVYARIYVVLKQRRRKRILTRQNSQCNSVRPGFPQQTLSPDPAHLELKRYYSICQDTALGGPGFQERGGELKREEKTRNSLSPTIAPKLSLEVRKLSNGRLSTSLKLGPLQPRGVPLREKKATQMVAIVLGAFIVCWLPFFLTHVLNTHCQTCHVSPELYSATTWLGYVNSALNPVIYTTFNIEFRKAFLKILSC
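Agonist mode: compounds and dopamine controls were applied to plated cells for 90 min at 37 degrees C after an overnight attachment at 1500 cells/well. Luminescent read-out followed 30 - 60 minutes at room temperature with DiscoveRx detection reagent.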
SW480 rerep – DNA re-replication induction in SW480 cells | SW480 DNA re-replication, Hoechst DNA content imaging, 48 h | Potency, µM (titrated, usually from 46.1 µM), inactives show at the highest dose re-replication activation, most hits filed as activators | hit rate 1.8% among 340,000; further: potency means the concentration at half of the fitted maximal effect; % of control where 0% means no effect; nearly all actives have a fitted effect of over 55% in size
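Per well, 250 cells were exposed to pinned compound for 48 hr. Nuclear DNA was visualised with Hoechst (40 min, 37 C) and total object intensity recorded by fluorescence scanning.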
HEK293 tox – cytotoxicity in counter-screen for GLP-1R inverse agonists; HEK293 cAMP-luciferase reporter cells, luminescence, 24 h; Potency, µM (series often up to 38.3 µM), for inactives: at the top dose activity change, negative = inhibition, most hits filed as inhibitors; hit rate 0.13% among 410,000; AID 624418;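 further: loss of luciferase light is scored as toxicity; potency means the concentration at half of the fitted maximal effect; on the % scale 0 is the no-effect control and ±100 the full control effect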
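MLSMR compounds, 24 hr on cells at 37 deg C/5% CO2; luminescence after luciferase reagent (12 min RT). Inhibition counted as the undesired cytotoxic outcome.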
MCF10A rerep – inducers of DNA re-replication in MCF 10A breast cells | MCF 10A DNA re-replication, Hoechst nuclear intensity, 48 h | Potency, µM (series often up to 46.1 µM), without a hit: top-dose activity, positive = re-replication, actives largely listed as activators | hit rate 2.9% among 350,000; further: potency means the concentration at half of the fitted maximal effect; % of control where 0% means no effect; nearly all actives have a fitted effect of over 50% in size
KB-3-1 cytotox – kills parental KB-3-1 adenocarcinoma cells. Potency, µM (doses to about 46.1 µM), without a hit: top-dose activity change, negative = cytotoxic, usual class: cytotoxic. KB-3-1 viability, CellTiter-Glo ATP luminescence, 72 h. hit rate 1.4% among 400,000. AID 1347075; further: potency means the concentration at half of the fitted maximal effect; on the % scale 0 is the no-effect control and ±100 the full control effect; nearly all actives have a fitted effect of over 60% in size
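Cells are dispensed, compounds pinned in, plates held at 37 °C for 72 h, then CellTiter-Glo is added and luminescence read after 10 minutes. Cell line: parental KB-3-1 in phenol-red-free DMEM, 10% FBS.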
* hit, by the source's call; i = inactive; ? = inconclusive; / = no result given; [ ] = remark or other dose. Unless noted, the call rests on the fitted dose curve; in most records, active means well fitted curve in the direction sought with a large enough effect; inconclusive means small, poorly fitted or top-dose-only effect, or another doubt; inactive means no such curve, though single readings can be large; an effect the other way counts as inactive or inconclusive. Rows were taken by chance; overall some 11% were active at least once.

SMILES | HT1080 IDH1KD tx | KB-V1 MDR tox | SW480 rerep | IL-1B inflam inh | DRD3 agonist | KB-3-1 cytotox | HEK293 tox | HT1080NT lethal | MCF10A rerep
CSC1=NSC2=NC(=O)/C(=C/c3coc4ccccc4c3=O)C(=N)N12 | -16% | ? | -1% | 10 | -5 | -3% | 8% | -8% | ?
CCC(C)(C)NC(=O)C(c1ccco1)N(C(=O)CNC(=O)c1cccs1)c1cccnc1 (configuration not stated) | 0% | 3% | -3% | 0 | -1 | -6% | -8% | 2% | 4%
CCOC(=O)c1cc(S(=O)(=O)NC2CCC(C)CC2)cn1C (configuration not stated) | 0% | -11% | 3% | 13 | 14 | 7% | -8% | 0% | -24%
COc1ccc(OC)c(NC(=O)CN(c2ccc(C)cc2)S(=O)(=O)c2c(C)n[nH]c2C)c1 | ? | -14% | 0% | -2 | -7 | -1% | -1% | -24% | -8%
Cc1ccccc1C(=O)NCC(=O)NNC(=O)CCN1CCN(c2ccccc2)CC1 | -8% | -2% | -32%[inhibitor] | i | 32* | -3% | -16% | -11% | -6%
COc1cc(CN2C(=O)C(C)ON=C2c2cccs2)cc(OC)c1 (configuration not stated) | -10% | ? | / | 3 | 1 | -10% | 4% | 6% | /
CC1(C)CC(=O)c2c(O)cc(OCc3ccc([N+](=O)[O-])cc3)cc2O1 | 9% | ? | -5% | -4 | -4 | -3% | 1% | 10% | -2%
Cc1ccc(S(=O)(=O)N2CCOCC2)cc1NC(=O)COC(=O)C1(C)CC1(Cl)Cl (configuration not stated) | -5% | 0% | -7% | 0 | -4 | -11% | -10% | -3% | -13%
CC(Sc1nnnn1C)C(=O)Nc1ccccc1 (configuration not stated) | 1% | 9% | ? | -16 | 10 | 0% | 7% | 21% | -4%
CCOc1ccc(NC(=O)N2CCN(S(C)(=O)=O)CC2)cc1 | -3% | 0% | ? | -4 | -2 | -27% | -5% | -4% | ?
CCCN(CCO)Cc1ccc(Cl)c(Cl)c1 | -3% | -27% | -2% | -20 | -32 | 1% | 8% | 5% | -5%
CCS(=O)(=O)N1CCN(C(=O)c2ccc3nc(C)c(N(C)C(=O)CCc4ccccc4)n3c2)CC1 | 9% | 0% | / | 40 | 5 | 0% | 5% | 13% | /
Cc1ccc(OCCN2C(=O)CSC2=O)cc1 | 10% | -2% | -14% | -4 | 0 | 8% | -9% | 0% | -4%
O=S(=O)(Nc1ccc(S(=O)(=O)N2CCCCCC2)cc1)c1cccs1 | 0% | -14% | -4% | -1 | -9 | 8% | 13% | 4% | -8%
O=C(Nc1cccc(-c2ccc(N3CCOCC3)nn2)c1)c1cccc(Cl)c1 | -1% | ? | / | 11 | 5 | 4% | 2% | 2% | /
Cc1ccc(NS(=O)(=O)c2ccc3c(c2)n(C)c(=O)c(=O)n3C)c(C)c1 | -2% | -19% | 2% | -15 | 0 | -3% | -9% | -2% | -1%
CCN1CCc2nc(N)sc2C1 | -2% | -2% | 2% | -16 | 40* | 0% | -3%[7.66 µM] | -5% | 0%
O=C(COC(=O)c1cccnc1Cl)Nc1ccccc1OC(F)F | 4% | 15% | -10% | 2 | 9 | -16% | -1% | 5% | -4%
O=c1cc(CSc2ccc(Cl)cc2)nc(-c2ccccc2)[nH]1 | 9% | 9% | -13% | 27 | -5 | 11% | 4% | 1% | -15%
O=C(N1CCOCC1)N1CCN(S(=O)(=O)N2CCOCC2)CC1 | 1% | -11% | -2% | -15 | 6 | 0% | 57%[activator] | -2% | 6%
COCCN(C(=O)CSCC(=O)Nc1ccc(C)cc1)c1c(N)n(CC(C)C)c(=O)[nH]c1=O | -2% | -15% | -1% | 40 | 5 | 8% | -20% | 4% | -6%
CC(C)CN(C(=O)CN1CCN(c2ccccc2O)CC1)c1c(N)n(CC(C)C)c(=O)[nH]c1=O | 16% | 15% | -4% | -9 | -2 | 9% | -31% | 12% | 1%
Cc1ccccc1NS(=O)(=O)c1nnc(NC(=O)C(C)C)s1 | 16% | 13% | -5% | 24 | 8 | 3% | 5% | 12% | 2%
CCSc1nc2sc3c(c2c(=O)n1-c1ccccc1)CCN(C)C3 | 2% | 3% | -3% | -6 | -2 | 1% | -16% | -1% | ?
COc1ccc2c(C(=O)CN3CC(C)OC(C)C3)c[nH]c2c1 (configuration not stated) | 1% | 10% | -4% | 17 | -4 | -3% | 13% | -6% | -5%
CCOC(=O)Cc1ncccc1C(=O)Nc1ccc(OC(F)(F)F)cc1 | 21µM* | 0% | -22% | ? | 2 | ? | 0% | ? | -55%[inhibitor]
Cc1c(SCCO)c(=O)[nH]c2cc3c(cc12)OCO3 | -9% | ? | -4% | -1 | 14 | -2% | 2% | -7%[9.24 µM] | -1%
O=C(C1CCCO1)N1CCN(C(=O)C23CC4CC(CC(C4)C2)C3)CC1 (configuration not stated) | 15% | 19% | / | 10 | 1 | -1% | 6% | 16% | /
COc1ccccc1NC(=O)CSc1ccc(-c2ccc(-n3cccn3)cc2)nn1 | 8% | ? | -4% | -15 | 2 | -15% | -19% | 0% | 10%
C=CCn1c(=N)n(CC(=O)c2cccc([N+](=O)[O-])c2)c2ccccc21 | 0% | -21% | -5% | 12 | -2 | 15% | -3%[0.307 µM] | -18% | ?
CCN(CC)c1cc(C)c2cc(NC(=O)c3ccccc3Cl)ccc2n1 | / | -5% | / | / | 2 | ? | -31% | / | /
Cc1cc(NC(=O)CSc2nc3ccsc3c(=O)n2CCCC(=O)NCCc2ccccc2)no1 | -24% | ? | 12% | 15 | 2 | ? | ? | ? | -1%
CSc1nsc(SCC(=O)NCc2ccccc2)n1 | -23% | 6% | -13%[9.22 µM] | 6 | -1 | 5% | -3% | -6% | 9%
Cn1cc(CN2CCCC(CO)(Cc3cccc(Cl)c3)C2)cn1 (configuration not stated) | -7% | 7% | 0% | -16 | -9 | -9% | 29% | -6% | 5%
N#CC1C(=O)NC(=O)CC12CCCCC2 (configuration not stated) | 3% | 5% | -6% | -4 | -1 | 12% | -4% | 0% | 4%
CN1C(=O)c2ccccc2Sc2ccc(NC(=O)c3ccc(C(F)(F)F)cc3)cc21 | / | -15% | / | / | -22 | -18% | -3% | / | /
CCOc1nc(OCC)c2cnn(C)c2n1 | -1% | -5% | 4% | -6 | 5 | 13% | -1% | 2% | -1%
COC(=O)CNC(c1ccccc1)c1cc(Br)ccc1N (configuration not stated) | 4% | 9% | -1% | 30 | -14 | -1% | -7% | -6% | 6%
COC(=O)c1ccccc1N1CCS(=O)(=O)CC1 | -2% | 0% | -5%[1.84 µM] | -9 | -20 | -6% | 2% | -3% | -23%
COCCNC(=O)c1cc(-c2cccnc2)nc2ccc(Br)cc12 | 2% | 0% | -7% | ? | -5 | 14% | 4% | 4% | 4%
COc1ccc(C2=CN(Cc3ccccc3)C(c3ccccc3)CC2=O)cc1 (configuration not stated) | ? | 14% | -1% | -11 | 5 | -3% | -17% | ? | 17%
Cc1cc(CNC(=O)COc2ccc(F)cc2Cl)cc(C)c1O | -10% | ? | -9% | -88* | 10 | 0% | -8% | -11% | 7%
N#Cc1ccsc1NC(=O)CN1CCN(S(=O)(=O)c2ccc3ccccc3c2)CC1 | 0% | 6.5µM* | -1% | 19 | -24 | -7% | 12% | 1% | 23%
Cc1ccc(S(=O)(=O)N(CC(=O)NCC2CCCO2)Cc2cccc(C)c2)cc1 (configuration not stated) | -2% | / | 0% | -17 | -3 | / | 3% | 1% | 1%
O=C(CCCCC(=O)NCCc1ccccc1)NCCc1ccccc1 | 25% | -8% | -4% | 19 | 2 | 1% | 1% | 16% | -1%
CC(C)OCCCNC(=O)NC12CC3CC(CC(C3)C1)C2 | 13% | 1% | 0% | 13 | 0 | 8% | -5% | 21% | 3%
CC(=O)NC(Cc1cccc(F)c1)C(=O)NC1CCN(c2nnnn2-c2ccccc2)CC1 (configuration not stated) | -1% | -1% | -4% | 8 | 0 | -6% | -11% | -4% | -4%
Cc1ccccc1NC(=O)Nc1ccccc1Br | 9% | -20% | 2% | 10 | -3 | -3% | 3% | -3% | -2%
COc1cccc(-c2nc(S(=O)(=O)c3ccccc3)c(NCc3ccccc3)o2)c1 | / | -7% | / | / | -15 | 9% | 0% | / | /
CN(C)C(=S)Nc1cccc(-c2n[nH]c(=S)o2)c1 | 11% | 0% | -5% | 23 | 6 | 3% | 16% | 8% | 1%
O=[N+]([O-])c1ccccc1SNc1ccccc1 | -9% | 18% | / | ? | -6 | -1% | -5% | -8% | /
Cc1ccc2c(CN3CCN(Cc4ccccc4)CC3)cc(=O)oc2c1 | 6% | -3% | -21% | 2 | -17 | 2% | -21% | 3% | -1%
CCC(C)N(CCNC(=O)CC1Oc2ccc(C)cc2NC1=O)C1CCCCC1 (configuration not stated) | -3% | 34% | 4% | 0 | -13 | -3% | -5% | 9% | 2%
O=C(Cc1ccsc1)Nc1ccc2c(c1)OCO2 | -2% | 12% | 1% | -18 | -5 | 1% | 1% | 0% | -4%
COc1ccccc1C(=O)NNC(=O)c1ccc(NS(=O)(=O)c2cccs2)cc1 | -6% | / | 9% | 17 | 12 | / | -1% | -4% | -1%
Cn1cc(CN2CCN(CCO)CC2)c(-c2ccc(Oc3ccccc3)cc2)n1 | -3% | -21% | -10% | -29 | -7 | -7% | -2% | -3% | ?
O=C(Nc1ccccc1)C(c1ccccc1)c1ccccc1 | 0% | ? | 2% | -11 | 10 | -2% | 5% | 2% | 1%
CCOc1ccc(CCNc2ncnc3onc(-c4ccc(Cl)cc4)c23)cc1OCC | / | -6% | / | / | 2 | 0% | -17% | / | /

Screening results (PubChem)
